12-LOX inh – blocks human arachidonate 12S-lipoxygenase; Potency, µM (highest dose often 108 µM), for the others: at the top dose activity change, negative = inhibition, actives largely listed as inhibitors; AID 1671190; 1.1% of 580,000 active; P18054; purified 12hLO, xylenol orange hydroperoxide absorbance; note: potency is the fitted concentration of half-maximal effect; % is set by controls: 0 for no effect and ±100 for the full control effect
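Hydroperoxide product was detected by ferrous iron/xylenol orange as the 573 to 405 nm absorbance ratio. Arachidonic acid at 40 uM (final) was turned over for 30 min at room temperature by 150 nM human 12hLO, pH 7.0 Hepes buffer, after 15 min compound preincubation.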
Apoferritin bind – candidate novel general anesthetic via apoferritin binding; P02791; apoferritin/1-aminoanthracene competitive binding, fluorescence; Potency, µM (doses to about 77.5 µM), inactives show top-dose activity change, negative = displacement, most hits filed as inhibitors; 0.074% of 350,000 active; note: potency is the fitted concentration of half-maximal effect; % is set by controls: 0 for no effect and ±100 for the full control effect; nearly all actives have a fitted effect of over 20% in size
Target sequence (P02791 2-175 limits assumed): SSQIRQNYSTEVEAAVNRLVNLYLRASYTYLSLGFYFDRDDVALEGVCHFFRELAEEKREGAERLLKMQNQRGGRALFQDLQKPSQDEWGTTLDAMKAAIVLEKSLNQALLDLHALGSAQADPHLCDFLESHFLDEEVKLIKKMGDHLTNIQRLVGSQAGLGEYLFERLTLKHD
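Steps: apoferritin (10 uM) was premixed with half-saturated 1-AMA in PBS, compounds were pin-transferred, plates stood 10 min at room temperature, fluorescence was read at 380/535 nm, and curves were fitted with a Hill equation.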
BLM helicase inh – inhibitors of human Bloom syndrome helicase BLM | P54132 | recombinant BLM DNA unwinding, fluorescence dequenching | Potency, µM (top dose mostly 56.1 µM), for the others: top-dose activity change, negative = inhibition, hits mostly inhibitors | 0.2% of 350,000 active | AID 2528;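 note: potency is the fitted concentration of half-maximal effect; plate controls were vehicle for no effect and no enzyme for full effect; nearly all actives have a fitted effect of over 35% in size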
APE1 inh – blocks human APE1 abasic DNA cleavage | AID 2517 | recombinant APE1, TAMRA/BHQ-2 abasic DNA cleavage fluorescence | Potency, µM (doses to about 65.8 µM), for the others: top-dose activity change, negative = inhibition, most hits filed as inhibitors | 0.35% of 350,000 active;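 note: potency is the fitted concentration of half-maximal effect; plate controls were vehicle for no effect and reference inhibitor for full effect; nearly all actives have a fitted effect of over 55% in size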
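Endonuclease cleavage of a quenched abasic-site DNA duplex (50 nM) by APE1 (0.75 nM) was tracked by TAMRA dequenching. Compounds were preincubated with enzyme 15 min at room temperature; data normalized to buffer-only and DMSO wells plus NSC13755 control.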
ERG-DNA inh – ERG Ets/DNA interaction inhibition; fluorescence polarization, His-ERG Ets domain / labelled DNA; P11308; AID 624246; 0.028% of 370,000 active; Potency, µM (doses to about 76.9 µM), inactives show at the highest dose FP activity, negative = inhibition, most hits filed as inhibitors; active = well fitted inhibition curve with a large enough effect in the polarisation, with a control signal flat; inconclusive = small, poorly fitted or top-dose-only effect, or effect the other way, or a change in a side signal; inactive = no such curve, though single readings can be large or run the other way; the % refers to the polarisation;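 note: polarization taken with two DNA probes labelled with fluorescein and Texas red; potency is the fitted concentration of half-maximal effect; % of control where 0% means no effect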
Target sequence (P11308 whole entry, looked up, the tested form may be a part): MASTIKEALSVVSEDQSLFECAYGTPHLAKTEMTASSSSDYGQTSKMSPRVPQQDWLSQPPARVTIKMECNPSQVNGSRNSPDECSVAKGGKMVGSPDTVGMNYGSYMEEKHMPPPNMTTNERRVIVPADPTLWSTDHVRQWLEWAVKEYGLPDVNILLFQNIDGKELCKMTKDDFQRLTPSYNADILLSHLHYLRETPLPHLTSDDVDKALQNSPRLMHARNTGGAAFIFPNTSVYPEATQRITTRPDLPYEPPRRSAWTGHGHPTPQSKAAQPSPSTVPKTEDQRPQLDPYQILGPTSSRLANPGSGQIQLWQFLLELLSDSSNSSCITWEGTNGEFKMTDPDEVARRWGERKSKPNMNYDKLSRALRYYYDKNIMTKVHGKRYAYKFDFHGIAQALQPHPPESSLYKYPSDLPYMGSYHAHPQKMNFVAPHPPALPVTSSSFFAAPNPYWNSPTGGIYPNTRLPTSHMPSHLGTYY
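His-tagged ERG Ets domain (1 uM in the protein solution; 300mM KCl, 50mM Tris-HCl, 1mM EDTA, 1mM DTT, pH 7.5) received compound, then a probe mix of 5 nM fluorescein-DNA and 100nM Texas-615-DNA. Fluorescence polarization was read for both dyes.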
Pol beta inh – DNA polymerase beta (human) inhibition. Potency, µM (highest dose often 114 µM), for inactives: at the top dose activity change, negative = inhibition, actives largely listed as inhibitors. Pol beta primer extension/strand displacement, fluorescence kinetic. P06746. 1.3% of 340,000 active; note: potency is the fitted concentration of half-maximal effect; % is set by controls: 0 for no effect and ±100 for the full control effect
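Kinetic readout of DNA synthesis with strand displacement by Pol beta. Compound and 10 nM enzyme sit 15 min at room temperature; 50 nM substrate starts the reaction, read immediately and at 10 min.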
TRHR agonist – TRH receptor (human) agonism | P34981 | TRHR cells, calcium flux fluo-8, FDSS agonist mode | activation, % at 2 µM | 0.18% of 360,000 active | AID 493084; in the data active = activation above about 30%; note: 0% is about no effect
Target sequence (P34981 whole entry, looked up): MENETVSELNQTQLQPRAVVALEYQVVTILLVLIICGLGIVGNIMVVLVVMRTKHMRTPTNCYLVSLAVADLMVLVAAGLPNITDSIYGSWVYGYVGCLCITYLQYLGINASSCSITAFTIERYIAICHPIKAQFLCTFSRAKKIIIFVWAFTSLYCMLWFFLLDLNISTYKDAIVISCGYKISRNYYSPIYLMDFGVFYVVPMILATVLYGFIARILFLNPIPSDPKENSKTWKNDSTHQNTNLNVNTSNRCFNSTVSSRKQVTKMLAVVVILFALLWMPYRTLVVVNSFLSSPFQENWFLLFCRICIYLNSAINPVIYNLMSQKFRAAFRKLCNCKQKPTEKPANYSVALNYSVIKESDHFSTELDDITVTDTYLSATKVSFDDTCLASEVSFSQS
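Fluo-8-loaded TRHR cells; 10 s baseline, compound added, kinetic Ca2+ fluorescence read 1/s, agonist mode.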
Pol iota inh – blocks human DNA polymerase iota activity; Q9UNA4; Pol iota fluorescent replication assay, 10 min; Potency, µM (doses to about 115 µM), for the others: top-dose activity, negative = inhibition, hits mostly inhibitors; 1% of 390,000 active; AID 588590; note: potency is the fitted concentration of half-maximal effect
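Fluorescent replication assay read twice, at 0 min and 10 min after adding 50 nM (final) substrate. Enzyme (10 nM) and compounds were first incubated 15 min at room temperature; enzyme-free buffer wells were negative controls.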
Pol kappa inh – DNA polymerase kappa (human) inhibition; 0.53% of 400,000 active; Potency, µM (doses to about 107 µM), inactives show at the top dose activity, negative = inhibition, hits mostly inhibitors; AID 588579; Q9UBT6; purified Pol kappa, fluorescent DNA synthesis assay, 10 min; note: potency is the fitted concentration of half-maximal effect; % is set by controls: 0 for no effect and ±100 for the full control effect
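Fluorescent qHTS in 1536-well format: enzyme (10 nM) and compound sat 15 min at room temperature before 50 nM substrate (final) was added. Signal taken at 0 and 10 min; no-enzyme buffer wells were negative controls.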
* marks the source's active call; other numbers are inactive results; ? = inconclusive; · = not tested or not shown; & = joins results of further samples; [ ] = another dose, or the depositor's remark. Unless noted, calls come from the whole dose curve; as a rule, active = well fitted curve in the direction sought with a large enough effect; inconclusive = small, poorly fitted or top-dose-only effect, or another doubt; inactive = no such curve, though single readings can be large; an effect the other way counts as inactive or inconclusive.

SMILES	12-LOX inh	Apoferritin bind	BLM helicase inh	APE1 inh	ERG-DNA inh	Pol beta inh	TRHR agonist	Pol iota inh	Pol kappa inh
Cc1cc(C(=O)N/N=C/c2ccc(-c3ccc([N+](=O)[O-])cc3Cl)o2)n[nH]1	-21%	-3%	?	-27%	-3%	?	5.1	14%	-6%
O=C(NCCN1CCOCC1)c1c[nH]c2ccc(S(=O)(=O)N3CCOCC3)cc2c1=O	-17%	-4%	-11%	4%	-5%	3%	1.0	17%	-12%
FC(F)(F)c1ccc(C2[C@H]3CN(Cc4cccnc4)[C@H](c4ccccc4)C34CC2(c2ccccc2)C4)cc1 (stereo not given in full)	-1%	1%&0%	-12%&-13%	9%&11%	-1%	4%	0.1	43%[activator]	8%
CCn1ccnc1CN(C)C(=O)c1cc(COc2ccc(Cl)cc2OC)on1	4%	-11%	-2%	47%	-3%	1%	-0.5	-5%	-7%
Cn1c(=O)[nH]c(=O)c2c1nc(N1CCNCC1)n2CCOc1ccccc1	98%[activator]	·	·	·	-8%	·	·	7%	-7%
O=C(CCNS(=O)(=O)c1ccc(Br)cc1)NC1CCCCC1	-13%	-5%	-3%	11%	-14%	1%	-2.3	-19%	-10%
CCOc1cc2[nH]c(=O)n(CCC(=O)N3CCN(c4ccccc4)CC3)c(=O)c2cc1OCC	-29%	7%	0%	·	-4%	-21%	-0.6	3%	-1%[60.1 µM]
Cc1noc(C)c1C(=O)N1CCC2(CCN(Cc3ccccc3)CC2)CC1	9%[57.4 µM]	·	0%	2%	·	·	·	·	2%[60.1 µM]
COCCCNC(=O)N1[C@H](c2cccs2)[C@@H](C)C(=O)[C@@H](C)[C@@H]1c1cccs1	-1%	2%	-4%	·	10%	25%	0.5	7%	-2%
CCOc1ccc(-c2cc(C(=O)N3CCN(C)CC3)c3ccccc3n2)cc1	-3%	7%	4%	1%	3%	5%	-4.3	13%	-2%
O=C(CSc1ccccn1)N1CCCC(Nc2ccccc2)C1 (stereo not given)	-13%	?	-2%	3%	0%	12%	-1.2	27%	3%
Nc1ccc[n+](CC(=O)c2ccccc2)c1	?	-10%	-5%	32%	-8%	-23%	1.1	33%	-3%
COc1ccc(-c2nc(SCC(=O)Nc3c(C)cc(C)cc3C)n[nH]2)cc1	-23%	?	0%	·	-5%	-11%	-0.4	9%	0%[60.1 µM]
COc1ccc(Br)cc1CN1CCCCCCC1	?	2%	6%	14%	·	19%	0.6	-2%	-6%
O=C(CNc1ccccc1)N/N=C/c1ccc([N+](=O)[O-])cc1	2%	?	-2%	3%	0%	14%	1.6	24%	5%
CCOC(=O)[C@@H]1[C@H]2COc3cc(OC)ccc3[C@@H]2N2C(=O)N(c3ccc(C)cc3)C(=O)[C@@]12C	?	-17%	-3%	35%	3%	2%	-0.3	?	-17%
CCS(=O)(=O)N1CCN(c2c(Cl)cccc2[N+](=O)[O-])CC1	16%	?	0%	0%	3%	27%	-1.8	-7%	3%
O=c1[nH]c(/C=C\c2cccc(Cl)c2)nc(O)c1[N+](=O)[O-]	?	-5%	-1%	22%	0%	1%	0.1	?	-5%
Cc1ccccc1CC(=O)N1CCCC(CCC(=O)N2CCN(c3ccccn3)CC2)C1 (stereo not given)	-7%	-5%	7%	1%	-6%	-1%	-2.6	18%	5%
COc1cc(OC)c(C(=O)OCC(=O)c2cc(C)n(CC3CCCO3)c2C)cc1OC (stereo not given)	6%	-6%	0%	-5%	4%	10%	0.5	83%[activator]	-8%
Cc1ccc2nc(C)cc(N/N=C/c3cccnc3)c2c1	4%	-1%	-5%	7%	-12%	-10%	-0.1	76%[activator]	-3%
CCCCC[C@H](O)/C=C/[C@@H]1[C@@H](C/C=C\CCCC(=O)O)[C@@H](O)C[C@H]1O	0%	-7%	4%&-2%&-4%	0%	3%	-1%	-0.7	-39%	-1%[60.1 µM]
CCOC(=O)c1c(C)nc2sccn12	17%	-7%	3%	4%	-14%	29%	0.1	?	-11%
CC(C)(C)C1CCc2sc(-c3nnc(CCl)o3)cc2C1 (stereo not given)	3%	?	-8%	-2%	1%	-28%	-1.6	7%	-3%
Cc1cc(NC(=O)c2ccc(Cl)cc2)no1	3%	-6%	-11%	-2%	3%	8%	-0.1	-15%	-8%
O=C(CCN1CCN(c2ccccc2)CC1)Nc1nccs1	38%[activator]	-16%	-2%	-1%	5%	-14%	0.2	-10%	-2%
O=C(C1CCCCC1)N(Cc1cccnc1)c1nc2c(F)cc(F)cc2s1	-43%	-7%	-14%	·	-2%	?	0.0	13%	-5%[60.1 µM]
Cc1ccc(C(=O)N2CCC3(CC2)Oc2ccc(F)cc2C(=O)C32CC(c3ccccc3)=NO2)s1 (stereo not given)	-41%	-11%	-6%	-4%	-17%	1%	0.5	?	0%
CCN(CC)S(=O)(=O)c1ccc(S(=O)(=O)NCc2cccs2)cc1	1%	-5%	-8%	3%	-10%	39%	0.5	5%	-9%
Cc1ccc(-c2c3c(=O)n(C)c(=O)n(C)c3c3cnc4ccccc4n23)cc1	?	43%[activator]	-2%	·	-4%	13%	-0.2	-27%	-16%
O=C(NCc1ccc(F)cc1)c1noc2c1CCCC2	-13%	?	0%	-3%	-3%	22%	0.0	-17%	-9%
CCC(C)(C)NC(=O)CN(C(=O)c1snc(C(N)=O)c1N)c1ccc2c(c1)OCO2	-37%	-6%	-2%	-2%	·	-1%	-0.6	?	-7%
CC(C)CCNC(=O)C(CC(C)C)N(Cc1ccc2c(c1)OCO2)C(=O)c1snc(C(N)=O)c1N (stereo not given)	-1%	-6%	-13%	-1%	3%	4%	0.1	78%[activator]	-10%
Cc1ccc(NS(=O)(=O)c2ccc(NC(=O)C3CC3)cc2)c(C)c1	1%	?	-6%	44%	-2%	1%	2.0	-9%	8%
Fc1ccc(-n2c(Cc3ccccc3)nnc2SCc2nc(-c3ccc(Cl)cc3)no2)cc1	-1%	2%	-7%	2%	0%	9%	1.5	27%	-16%
O=C(NCCc1ccccn1)C1CC(=O)N(Cc2ccccc2Cl)C1 (stereo not given)	0%	-17%	3%	-1%	6%	19%	0.3	19%	-2%
O=C(CC1SC(=Nc2ccccc2)N(CCc2c[nH]c3ccccc23)C1=O)Nc1ccccc1F (stereo not given)	-9%	-10%	-8%	-5%	1%	-4%	1.0	?	-34%
CCOC(=O)CNC(=O)c1ccccc1	-3%	-13%	1%	-3%	5%	10%	-0.8	3%	-14%
Cc1ccc(S(=O)(=O)CCc2nc3ccccc3n2CCC#N)cc1	0%	0%	1%	0%	-3%	?	-0.3	?	3%
CC(=O)Nc1nc2n(n1)C(c1ccc(F)cc1)C=C(c1ccc(Cl)cc1)N2 (stereo not given)	5%	?	-1%	·	-5%	-2%	-0.4	32%[activator]	6%
CCCC(C(=O)NC1CCCC1)N(C(=O)c1snc(C(N)=O)c1N)c1ccc(F)cc1 (stereo not given)	-16%	4%	-5%	-9%	?	-3%	-0.5	75%[activator]	7%
Cc1ccc(S(=O)(=O)c2ccc([N+](=O)[O-])o2)cc1	-17%	·	·	·	1%	·	·	18µM*	-12%
COC(=O)CN(C)C(=O)c1ccc(OC2CCN(S(=O)(=O)N(C)C)CC2)cc1	-22%	-2%	1%	6%	8%	55%	0.4	120%[activator]	-2%
CC1CCCN(C(=O)CSc2nnc(-c3ccc(S(=O)(=O)N4CCOCC4)cc3)n2C)C1 (stereo not given)	13%	-8%	0%	0%	7%	12%	-0.6	15%	8%
Cc1cc(C)c2nc(N3CCCC(C(=O)N4CCN(c5ncccn5)CC4)C3)sc2c1 (stereo not given)	-27%	-5%	-3%	1%	-3%	-17%	0.2	-4%	-3%
O=C(CCCCCN1C(=O)c2ccccc2C1=O)Nc1ccc2c(c1)OCCO2	0%	?	-4%	-5%	0%	15%	-0.4	?	1%
COc1cc(NC(=O)CN2CCCCC2C)c(C)cc1[N+](=O)[O-] (stereo not given)	-2%	2%	-18%	9%	-4%	2%	0.8	-9%	-9%
CC(C)(C)c1csc(Sc2ccc([N+](=O)[O-])cn2)n1	?	?	-3%	?	1%	79%	-0.5	14%	-18%
O=C(Nc1ccc(Cl)cc1Cl)c1cc(S(=O)(=O)N2CCc3ccccc32)ccc1F	?	-8%	-9%	·	1%	-1%	-0.3	-20%	-7%[60.1 µM]
Cc1cc(NC(c2cccnc2)c2ccc3cccnc3c2O)no1 (stereo not given)	-8%	?	-1%	1%	-1%	27%	0.0	19%	-3%
Cc1ccccc1OCC(=O)Nc1nnc(S(=O)(=O)N2CCCC2)s1	20%&5%	-19%&-5%	-6%&-4%	-7%	-5%&0%	-5%&-13%	0.7&0.2	2%&-5%	-2%&0%
CS(=O)(=O)N1CCC(Oc2ccccc2C(=O)N2CCCCC2CO)CC1 (stereo not given)	?	-13%	-1%	12%	-8%	21%	0.0	14%	1%
Cc1nn(-c2ccccc2)c2sc(C(=O)N3CCCCC3)cc12	·	?	5%	-2%	1%	?	-0.4	-4%	-11%

Three entries drawn at random from the list so far, as already listed:
SMILES	12-LOX inh	Apoferritin bind	BLM helicase inh	APE1 inh	ERG-DNA inh	Pol beta inh	TRHR agonist	Pol iota inh	Pol kappa inh
Cc1nn(-c2ccccc2)c2sc(C(=O)N3CCCCC3)cc12	·	?	5%	-2%	1%	?	-0.4	-4%	-11%
Cc1cc(NC(c2cccnc2)c2ccc3cccnc3c2O)no1 (stereo not given)	-8%	?	-1%	1%	-1%	27%	0.0	19%	-3%
O=C(Nc1ccc(Cl)cc1Cl)c1cc(S(=O)(=O)N2CCc3ccccc32)ccc1F	?	-8%	-9%	·	1%	-1%	-0.3	-20%	-7%[60.1 µM]

High-throughput results from PubChem BioAssay.

Some of the compounds tested. The share of hits here may be higher or lower than overall.
